Compound activity deposited in PubChem by Broad Institute.
esBAF inh – SWI/SNF esBAF complex inhibition; mouse ES cells, Bmi1-luciferase knock-in reporter, 24 h; 100% = twice the neutral-well signal; reporter increase, % at 12.5 µM; hit rate 2% among 350,000; AID 602393; in the data active means activation above about 40%;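 further: 0% = median of the plate's neutral control wells and 100% = double that signal; a rise in the Bmi1 reporter signal indicates esBAF inhibition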
RAD54 branch – RAD54 (human) branch migration inhibition | AID 602329 | RAD54 Holliday junction branch migration, FAM/BHQ fluorescence | inhibition, % at 10.4 µM | hit rate 0.14% among 360,000;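 active means mean normalized replicate activity at least 40 and at least half of replicates scoring 40 or more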;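 further: 0% = median of neutral control wells and 100% = median of positive control wells; inhibitors cause a drop in the FAM fluorescence signal; in these data hits start at about 50%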
Target sequence (Q92698 whole entry, looked up): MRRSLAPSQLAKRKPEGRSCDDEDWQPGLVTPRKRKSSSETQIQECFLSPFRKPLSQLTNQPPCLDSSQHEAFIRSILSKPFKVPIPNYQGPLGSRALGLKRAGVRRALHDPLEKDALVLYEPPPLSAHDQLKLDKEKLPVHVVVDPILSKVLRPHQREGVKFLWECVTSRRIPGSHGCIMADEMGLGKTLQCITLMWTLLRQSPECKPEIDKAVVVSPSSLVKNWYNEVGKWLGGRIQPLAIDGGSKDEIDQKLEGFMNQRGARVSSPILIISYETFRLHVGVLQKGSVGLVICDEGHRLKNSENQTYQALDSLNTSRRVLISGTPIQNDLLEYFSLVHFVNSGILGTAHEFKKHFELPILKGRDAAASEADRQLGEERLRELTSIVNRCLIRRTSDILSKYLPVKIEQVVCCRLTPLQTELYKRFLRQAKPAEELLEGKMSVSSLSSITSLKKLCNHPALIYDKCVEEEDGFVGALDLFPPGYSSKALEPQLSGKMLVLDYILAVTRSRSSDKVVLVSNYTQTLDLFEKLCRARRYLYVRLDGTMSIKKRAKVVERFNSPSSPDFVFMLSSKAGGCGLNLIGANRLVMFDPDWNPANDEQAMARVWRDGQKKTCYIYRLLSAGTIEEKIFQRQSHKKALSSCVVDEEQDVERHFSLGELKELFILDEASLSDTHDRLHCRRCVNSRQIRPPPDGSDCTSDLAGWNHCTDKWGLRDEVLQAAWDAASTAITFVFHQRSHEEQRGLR
ARNT-TACC3 inh – ARNT/TACC3 interaction disruption | AlphaScreen His-ARNT PAS-B/GST-TACC3 binding, luminescence; TACC3 fragment carries E629A point mutation | inhibition, % at 9.99 µM | hit rate 0.66% among 390,000;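 active means mean inhibition of replicates at least 50% and at least half of replicates each reaching 50%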;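 further: 0% = complete ARNT plus TACC3 wells and 100% = ARNT alone without TACC3; many hits fall short of the cut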
The depositor's hits bear a star. Some of the compounds tested; the hit share may differ from the screen's.

molecule	esBAF inh	RAD54 branch	ARNT-TACC3 inh
COc1ccc(OC)c(C(=O)C2COC(=O)C2)c1 (stereo unspecified)	-10	-4	1
O=C(Cc1coc2ccc3ccccc3c12)N1CCc2ccccc21	-1	-6	-2
Cc1cccc(OCCCCCNCCO)c1	-6	-4	-5
COc1ccc(OCC(=O)Nc2cccc(-c3nc4ccccc4o3)c2)cc1	51*	4	-1
Cc1cccc(C(=O)NC(NCCc2ccccc2)C(Cl)(Cl)Cl)c1 (stereo unspecified)	-17	6	7
Cc1c(NC(=O)c2cc(=O)[nH]c(=O)[nH]2)c(=O)n(-c2ccccc2)n1C	-12	-1	-2
COC(=O)c1cn(NC(=O)c2cccc(N(C)C)c2)c(=O)c2ccccc12	3	-4	20
N#CC1=C2SCN(c3ccccc3)CN2C(=O)CC1c1cccs1 (stereo unspecified)	14	-4	-5
Nc1ccc2nc(-c3cc(Cl)c(N)c(Cl)c3)[nH]c2c1	48*	5	0
CCNC(=S)NNC(=O)c1cc(-c2ccccc2C)nc2ccccc12	15	4	7
O=C(CCC1CCCC1)N1CCN(S(=O)(=O)Cc2ccccc2)CC1	6	8	1
O=C(c1cc(-c2ccccc2)on1)N1CCCC1	-21	-3	-5

The final two compounds of the section above lead into the next.
molecule	esBAF inh	RAD54 branch	ARNT-TACC3 inh
O=C(CCC1CCCC1)N1CCN(S(=O)(=O)Cc2ccccc2)CC1	6	8	1
O=C(c1cc(-c2ccccc2)on1)N1CCCC1	-21	-3	-5
COc1ccc(Cl)cc1N1C(=O)/C(=C\c2sccc2C)N=C1SCC(=O)NC1CC1	-4	-15	0
Cc1nnc(SCC(=O)N2CC(=O)Nc3ccccc32)n1-c1ccccc1	-1	-3	-7
O=C(CCN1CCOCC1)Nc1cccc(Br)c1	-1	-3	1
COc1ccccc1NC(=O)CSc1nnc(CNC(=O)c2ccco2)o1	-6	-12	-6
CC1CCc2sc(C(=O)NCc3ccc(F)cc3)cc2C1 (stereo unspecified)	7	-3	-2
COc1cccc(C(=O)Nc2ccc(F)cc2F)c1	39	4	-6
CCCCS/C(=C(/C#N)C(N)=O)c1cc2c([nH]1)CCCC2	0	-13	11
Cc1ccc(-n2ncc3c(=O)n(CC(=O)OCc4ccccc4)cnc32)cc1	-3	-4	3
CN1CCN(C(=O)C2(NC(=O)NCc3ccccc3)CCCCC2)CC1	-12	-1	6
O=C(Nc1c(C(=O)O)oc2ccc(Br)cc12)c1ccccc1	11	-13	-3
COn1c(=O)c(-c2cccs2)[n+]([O-])c2ccccc21	12	2	7
CC(C)CCn1c(SCc2ccc(Cl)cc2)nc2c1c(=O)[nH]c(=O)n2C	-10	-6	-95
CCSC1(SCC)N=C(N)C2(C#N)C(c3ccccc3)NC3=C(CCC3)C12C#N (stereo unspecified)	5	-5	12
COc1ccc(OC)c(S(=O)(=O)NCc2ccccc2)c1	3	-2	-10
COC(=O)/C(=C\C(=O)c1ccccc1)Nc1cccc(C(F)(F)F)c1	16	0	-1
N#Cc1cn(-c2ccccc2)nc1-c1ccc2c(c1)OCCO2	51*	-5	-8
CNc1c([N+](=O)[O-])cnn1-c1ccc(Cl)cc1Cl	-5	1	-1
COc1ccc(OC(C)C(=O)Nc2cccnc2)cc1 (stereo unspecified)	4	-6	1
O=C(NCc1ccco1)C(c1ccccc1)N(Cc1cccnc1)C(=O)Cn1nnc2ccccc21 (stereo unspecified)	3	0	-2
CC(C(=O)NCc1cccnc1)N1C(=O)c2ccccc2C1=O (stereo unspecified)	-16	-8	-4
COC(=O)C1=C(C)NC2=C(C(=O)CC(C)(C)C2)C1c1cccc(C)n1 (stereo unspecified)	1	-2	-17
CCn1cc(CNC(=O)c2cc(Cl)ccc2OC)c(C)n1	5	1	-4
CCCc1nc2oc(C(=O)OCC)c(N)c2c2c1COC(C)(C)C2	-8	-11	4
Cc1ccc(S(=O)(=O)N2CCC(C(=O)N3Cc4ccccc4C3)CC2)cc1	1	3	-15
C=CCn1c(SCC(=O)Nc2cccc(C(=O)OC)c2)nnc1C(C)NC(=O)c1cccs1 (stereo unspecified)	-4	3	2
CCCCc1nc2ccccc2c(=O)n1NC(=O)c1c(O)c2cccc3c2n(c1=O)CC3	2	5	1
CCC(=O)N1CCc2cc(Br)cc(S(=O)(=O)NCC3CCCN3CC)c21 (stereo unspecified)	-2	-8	-5
O=C(NCCCn1ccnc1)c1cc(S(=O)(=O)N2CCOCC2)c(Cl)cc1Cl	-4	0	-3
Cc1cc(-n2c(C)cc(C(=O)CN3C(=O)NC4(CCCC4)C3=O)c2C)no1	29	-3	-3
Cc1c(NC(=O)COC(=O)c2cc3c4ccccc4n(C)c3s2)c(=O)n(-c2ccccc2)n1C	0	3	-4
CC(C)N(C(=O)CSc1nnc(NC(=O)C2CCC2)s1)C(C)C	1	0	0
CCCCCCCCCCNC(=O)CCn1[nH]c(=O)c2ccccc2c1=O	-15	-4	-5
O=S(=O)(c1cccc(-c2nc3ccccc3s2)c1)N1CCOCC1	26	-2	-1
Cc1cccc(S(=O)(=O)CC(=O)Nc2nc(-c3ccccc3)cs2)c1	-4	-14	-1
COc1cc(C=O)c(Br)cc1OCc1ccc(C)cc1	81*	-5	-8
O=C(NCc1cn2ccccc2n1)c1ccc2c(c1)OCO2	1	7	0

Exported with each value named: 2 of the compounds above
CCCCc1nc2ccccc2c(=O)n1NC(=O)c1c(O)c2cccc3c2n(c1=O)CC3
  esBAF inh: 2	RAD54 branch: 5	ARNT-TACC3 inh: 1

O=C(NCCCn1ccnc1)c1cc(S(=O)(=O)N2CCOCC2)c(Cl)cc1Cl
  esBAF inh: -4	RAD54 branch: 0	ARNT-TACC3 inh: -3

Following part.
molecule	esBAF inh	RAD54 branch	ARNT-TACC3 inh
Nc1cccc(Cl)c1N1CCOCC1	-10	-7	3
Cc1ccc(C(=O)Nc2nc3ccccc3n2CCN2CCCC2)cc1	-5	-2	-7
O=C(NCc1cccs1)c1ccc(CS(=O)(=O)c2ccc(Cl)cc2)o1	-9	-6	22
O=C(O)CCCCCNC(=O)c1ccccc1	-8	-23	0
O=C(O)c1cccc(C(=O)Nc2cccc(NC(=O)C3CCCO3)c2)c1 (stereo unspecified)	-33	-2	-3
COc1cccc(-n2c(COc3ccc(C)cc3)nnc2SCC(=O)O)c1	-11	-6	-1
O=C(Nc1ccc2c(c1)OCCO2)c1cc(-c2ccccc2)nc2ccccc12	1	5	-19
COc1ccc(C)cc1S(=O)(=O)Nc1ccc(F)c(Cl)c1	4	3	-8
CC(C)(Cc1nc2ccccc2[nH]1)C(=O)O	-1	1	-3
NC(=O)/C(=N\O)c1ccccc1	2	-3	-7
O=C(c1ccco1)N1CCN(c2ncnc3c2cnn3-c2ccccc2)CC1	30	-10	0
COC(=O)c1[nH]c2cccc(OC)c2c1NC(=O)CCN1CCC(C)CC1	-2	8	-8
CN(CC(=O)N1CCc2ccccc21)S(=O)(=O)c1ccc(Br)s1	1	-6	-1
CCOc1cccc(C2C(C#N)=C(N)Oc3cc(C)oc(=O)c32)c1OCC (stereo unspecified)	0	-5	-5
CCOC(=O)N1CCN(C(=O)COc2ccccc2Cl)CC1	-1	2	-18
CCCn1nnnc1SCC(=O)NCc1ccc(OC)cc1	-1	-2	-8
NC(=O)CSc1nc(O)cc(=O)n1-c1ccccc1	8	1	-1
CC1CCc2[nH]nc(C(=O)O)c2C1 (stereo unspecified)	-3	3	-11
CC(NS(=O)(=O)c1cccc(Cl)c1)C(=O)Nc1ccc(-c2nc3ccccc3s2)cc1 (stereo unspecified)	22	5	-1
Cc1ccc(C)c(N2CCN(c3nnnn3-c3ccccc3)CC2)c1	-8	2	3
Cc1c(C(=O)OCCOC(C)C)[nH]c2c1C(=O)CC(c1ccco1)C2 (stereo unspecified)	-6	-11	-5
COc1ccc(S(=O)(=O)Nc2ccc(CC#N)cc2)cc1	5	-3	0
CCCC(=O)NCc1cc(-c2nn(C)c(=O)c3ccccc23)ccc1C	4	-14	-8
CC1(C(=O)NC2CCCCCCC2)CCC(=O)N1Cc1cccnc1 (stereo unspecified)	-6	-5	-8
Cc1ccc(CNC(=O)C2CCCN(S(C)(=O)=O)C2)cc1 (stereo unspecified)	-3	11	1
CC(C(=O)Nc1cccnc1)N1C(=O)C2C3C=CC(C3)C2C1=O (stereo unspecified)	4	-10	-9
CC(C)OCCCn1c(=S)[nH]c2ccc(N3CCOCC3)cc2c1=O	9	-4	1
CCN(CC)CCCN(C(=O)c1cccs1)c1nc(-c2ccc(OC)cc2)cs1	-6	19	5
CCCC(=O)Nc1cc(=O)[nH]c2ncnn12	1	-7	-3
Cc1occc1-c1nnc(SCC(N)=O)n1Cc1ccccc1	4	2	-11
CCOc1ccc(NC(=O)CN2CCN(CC(=O)c3ccc(OC)c(OC)c3)CC2)cc1	11	-8	-6
COC(=O)c1ccc2c(=O)n(CCCCCC(=O)N3CCN(c4ccccc4)CC3)c(=O)[nH]c2c1	4	-5	5
C=CCn1c(NCc2ccc(N(C)C)cc2)nc2ccccc21	22	-6	6
Cc1c(NC(=O)Cn2[nH]c(=O)c3ccccc3c2=O)c(=O)n(-c2ccccc2)n1C	-4	-7	-5
O=C(Nc1ccc2oc(-c3ccc(F)cc3)nc2c1)c1ccccc1F	24	6	-3
Cc1sc2nc(CN3CCOCC3)nc(NS(=O)(=O)c3ccc4c(c3)OCCO4)c2c1C	-7	-2	5
Cc1ccccc1N(CC(=O)NC1CCCC1)C(=O)c1oc(C(C)(C)C)cc1C	-1	-4	1
O=C(CCOc1ccccc1)Nc1ccc(S(=O)(=O)N2CCCC2)cc1	-2	5	-4
O=C(Nc1ccc(Cl)cc1)OCc1ccccn1	77*	-9	-2
O=C(CN(C(=O)CCC(=O)Nc1nccs1)c1cccc(F)c1)NCC1CCCO1 (stereo unspecified)	-1	7	-6
CCCn1c(SCC(=O)Nc2nccs2)nnc1-c1cccnc1	-7	-7	-5
Cn1ccnc1SCC(=O)Nc1sccc1C#N	9	-3	2
O=C(NC1CCS(=O)(=O)C1)c1ccc(-c2ccc(Br)cc2)o1 (stereo unspecified)	20	9	1
O=C(O)C1CC=CCC1C(=O)Nc1ccc2c(c1)OCCO2 (stereo unspecified)	21	4	-1
O=C(CCCOc1ccc(Cl)cc1)N1CCCCCC1	62*	-1	-8
NC1=NC(=Nc2ccccc2)c2ccccc21	-8	3	-34
Fc1ccc(Cn2nnnc2C(c2cccs2)N2CCCCCC2)cc1 (stereo unspecified)	1	4	-3
Cc1cc(C(F)(F)F)n2nc(-c3cnn(C)c3C(F)(F)F)cc2n1	5	-6	6
Nc1ccc2oc(-c3cccs3)nc2c1	30	2	-6
Cc1ccc(-n2nc3c(c2NC(=O)c2ccc(S(=O)(=O)N4CCOCC4)cc2)CSC3)c(C)c1	3	3	1
CC(C)Nc1nc(Oc2cccc(Cl)c2Cl)cc(C(F)(F)F)n1	3	6	-9
N#Cc1c(-c2ccccc2)cc(C2CC2)nc1N	-6	-11	-1
Cc1ccc2cc(CN(CC(C)C)S(=O)(=O)c3ccccc3)c(=O)[nH]c2c1	16	-4	-6
CC1(C)CC(=O)C=C(N2CCCC2)C1	-5	-26	1
CC1(C)CC(CCNC(=O)c2ccco2)CC(C)(C)N1	-10	4	-4
CCOC(=O)Cn1cnc2c(C#N)c3n(c2c1=O)CCCCC3	-4	5	-8
Cc1ccc(S(=O)(=O)Oc2ccc(/C=N/NC(=O)c3nn(C)cc3Cl)cc2)cc1	-4	4	-4
c1ccc(Cn2c(SCc3cn4cccnc4n3)nnc2-c2ccco2)cc1	-3	-15	11
CCCCN(C)C(=O)c1ccc(S(=O)(=O)N2CCOCC2)cc1	-5	-14	-13
CCN(CC)CCCNC(=O)C1c2ccccc2Oc2ccccc21	18	0	5

Next part
molecule	esBAF inh	RAD54 branch	ARNT-TACC3 inh
O=C(Cn1cc(C(F)(F)F)ccc1=O)N1CCN(S(=O)(=O)c2ccc(Cl)cc2)CC1	2	-15	-10
Cc1ccc(/C=N/NC(=O)c2sccc2OCc2ccc(F)cc2)cc1	54*	2	7
COc1ccc(OC)c(C2C(C(=O)Nc3nc4ccccc4s3)=C(C)NC3=C2C(=O)CCC3)c1 (stereo unspecified)	16	0	-17
COc1ccc(/C=C/C(=O)c2cc(F)ccc2OC(=O)c2ccccc2)cc1OC	-19	-7	-2
Cc1nc(-c2cccnc2)sc1C(=O)Nc1cccc(C(F)(F)F)c1	-6	-5	4
